Dengue-2 NS5 capping: Dengue-2 NS5 methyltransferase inhibitors, primary screen, biochemical, confirmation dose response (AID 588689); Genome polyprotein (Dengue virus type 2 (strain 16681-PDK53)); Dengue-2 NS5 methyltransferase capping enzyme assay, biochemical; higher % means a stronger effect; inhibition, % at 25 µM, or IC50 in µM where a hit was titrated; actives 0.3% (n = 340,000); in the data active means a potency from the dose series; inconclusive means inhibition above about 29% without an active follow-up result
Rac1 GTP hydrolysis: MgcRacGAP GTPase-activating activity inhibitors, confirmation, biochemical, ADP Hunter fluorescence; Rac GTPase-activating protein 1 (Homo sapiens); MgcRacGAP-stimulated Rac1 GTP hydrolysis, ADP Hunter fluorescence; higher % means a stronger effect; GST-tagged Rac1 F28L mutant substrate; inhibition, % at 30 µM; hits with a dose series show IC50 in µM; actives 0.6% (n = 340,000);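 active means first-screen hits whose inhibition reached a set limit at any dose in the follow-up dose series; inconclusive means inhibition above the set first-screen limit but never retested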;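 further: fluorescence reports GDP produced by GAP-driven GTP hydrolysis; strong numbers were not always called active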
Dengue-2 NS5 capping pilot replicate: recorded beside Dengue-2 NS5 capping, whose call it bears; inhibition, %; measured here: pilot screen replicate inhibition
* = called active by the depositor; ? = inconclusive. This is a subset, so the mix of outcomes need not match the whole.

SMILES | Dengue-2 NS5 capping | Rac1 GTP hydrolysis | others
Nn1c(SCC(=O)NC2CCS(=O)(=O)C2)nc2scc(-c3ccccc3)c2c1=O (stereo not drawn) | -4.5% | 5.0%
Cc1ccccc1P(=O)(c1ccccc1)c1ccccc1C | -2.9% | 5.6%
Cc1cc(C)n2nc(SCC(=O)Nc3ccc(F)cc3[N+](=O)[O-])nc2n1 | -5.6% | 0.5%
CON(C)C(=O)c1ccccc1N(C)C(=O)OC(C)(C)C | -4.0% | 5.4%
CC1CCC(C(O)(C(=O)O)C2CCCCC2)CC1C (stereo not drawn) | -1.5% | 2.3%
CCOc1cc(N2CCOCC2)c(OCC)cc1NC(=O)C(NC(=O)c1c(F)cccc1F)C(C)C (stereo not drawn) | 3.7% | 4.1%
COc1ccc(CC(=O)OC(C)C(=O)Nc2c(C)n(C)n(-c3ccccc3)c2=O)cc1OC (stereo not drawn) | -10.5% | 2.5%
C[C@H]1CN([C@@H](C)CO)S(=O)(=O)c2ccc(Br)cc2O[C@@H]1CN(C)Cc1cccc(F)c1 | 5.0% | 13.9%
Cc1cc2ccccc2nc1-c1ccccc1F | 1.5% | 15.2%
Oc1ccc2ccccc2c1CN1CCCCC1 | -0.8% | 26.9%
O=C(Cc1csc(-c2cccc(F)c2)n1)Nc1cccc(S(=O)(=O)NC2=NCCC2)c1 | -2.9% | -9.1%
c1ccc(CCNc2ccccn2)nc1 | -1.6% | -3.7%
Cc1cccc(CN(C)C[C@H]2OCc3cnnn3CCCC(=O)N([C@@H](C)CO)C[C@@H]2C)c1 | 1.1% | 5.3%
CCOC(=O)c1ccc(S(=O)(=O)Nc2cc(S(=O)(=O)Nc3ccc(OC)cc3)ccc2O)cc1 | 8.9% | -4.6%
CC(C)CC1NC(=O)c2cccnc2-n2c1nc1cc(F)c(F)cc1c2=O (stereo not drawn) | -5.2% | 7.8%
Cc1cc(C)c(S(=O)(=O)N(C)CC(=O)N2CCCC2)c(C)c1 | 1.1% | 18.4%
CCN1C[C@@H]2[C@@H]3C(=O)N(C)C(=O)[C@@H]3[C@](CC)(C1=O)N2C(=O)c1ccc(Cl)cc1 | -6.4% | 2.5%
F[B-](F)(F)c1cncc2ccccc12 | -9.1% | -0.5%
O=C(COC(=O)c1ccc(F)cc1)NCC1COc2ccccc2O1 (stereo not drawn) | -2.2% | 2.6%
C[C@@]12C(=O)N(CC3CCCO3)CC(=O)N1[C@@H]1c3ccccc3OC[C@@H]1[C@@H]2c1ccccc1 (stereo partly drawn) | -3.9% | 7.1%
CCn1c(SCC(=O)N(C)c2c(N)n(Cc3ccccc3)c(=O)[nH]c2=O)nnc1-c1cccs1 | 0.0% | 1.1%
COc1ccc(NS(=O)(=O)c2cc(C(=O)N3CCCCCC3)ccc2C)cc1 | -8.8% | -0.2%
COCCn1c(SCC(=O)NC2CCCC2)nc2ccccc2c1=O | -5.0% | 3.8%
O=C1CNC(c2ccccc2)C(c2ccccc2)N1 (stereo not drawn) | -7.5% | 5.2%
Cc1cc(S(=O)(=O)NC[C@H]2O[C@@H](n3ccc(N)nc3=O)[C@H](O)[C@@H]2O)c(C)s1 | -6.2% | 5.5%

A draw from above in order of formula weight, lowest first:
SMILES | Dengue-2 NS5 capping | Rac1 GTP hydrolysis | others
Cc1cc2ccccc2nc1-c1ccccc1F | 1.5% | 15.2%
Oc1ccc2ccccc2c1CN1CCCCC1 | -0.8% | 26.9%
O=C1CNC(c2ccccc2)C(c2ccccc2)N1 (stereo not drawn) | -7.5% | 5.2%
CC1CCC(C(O)(C(=O)O)C2CCCCC2)CC1C (stereo not drawn) | -1.5% | 2.3%
CON(C)C(=O)c1ccccc1N(C)C(=O)OC(C)(C)C | -4.0% | 5.4%
Cc1ccccc1P(=O)(c1ccccc1)c1ccccc1C | -2.9% | 5.6%
O=C(COC(=O)c1ccc(F)cc1)NCC1COc2ccccc2O1 (stereo not drawn) | -2.2% | 2.6%
CC(C)CC1NC(=O)c2cccnc2-n2c1nc1cc(F)c(F)cc1c2=O (stereo not drawn) | -5.2% | 7.8%
COc1ccc(NS(=O)(=O)c2cc(C(=O)N3CCCCCC3)ccc2C)cc1 | -8.8% | -0.2%
CCN1C[C@@H]2[C@@H]3C(=O)N(C)C(=O)[C@@H]3[C@](CC)(C1=O)N2C(=O)c1ccc(Cl)cc1 | -6.4% | 2.5%
C[C@@]12C(=O)N(CC3CCCO3)CC(=O)N1[C@@H]1c3ccccc3OC[C@@H]1[C@@H]2c1ccccc1 (stereo partly drawn) | -3.9% | 7.1%
COc1ccc(CC(=O)OC(C)C(=O)Nc2c(C)n(C)n(-c3ccccc3)c2=O)cc1OC (stereo not drawn) | -10.5% | 2.5%
CCn1c(SCC(=O)N(C)c2c(N)n(Cc3ccccc3)c(=O)[nH]c2=O)nnc1-c1cccs1 | 0.0% | 1.1%
CCOc1cc(N2CCOCC2)c(OCC)cc1NC(=O)C(NC(=O)c1c(F)cccc1F)C(C)C (stereo not drawn) | 3.7% | 4.1%
C[C@H]1CN([C@@H](C)CO)S(=O)(=O)c2ccc(Br)cc2O[C@@H]1CN(C)Cc1cccc(F)c1 | 5.0% | 13.9%

(next part)
SMILES | Dengue-2 NS5 capping | Rac1 GTP hydrolysis | others
Cc1ccc(NC(=O)N2CCOCC2)cc1NC(=O)N1CCOCC1 | -0.6% | 9.3%
O=C(O)C(=Cc1cccc([N+](=O)[O-])c1)c1ccccc1 | -1.1% | 8.7%
CC1(c2ccc3c(c2)OCO3)NC(=O)N(CC(=O)Nc2ccccc2[N+](=O)[O-])C1=O (stereo not drawn) | -0.7% | 8.1%
Cc1cc(C(=O)CN2C(=O)NC(CCS(C)(=O)=O)C2=O)c(C)n1C1CC1 (stereo not drawn) | 1.5% | 3.9%
CC(C)(CNCc1ccccc1)NS(=O)(=O)c1ccccc1 | -10.1% | 4.9%
CCOC(=O)N1CCN(C(=O)C2CCN(C(=O)Nc3ccccc3)CC2)CC1 | -1.6% | -11.0%
COc1ccc(NC(=O)CN2C(=O)C(=O)N(C3CCCC3)C2=O)c(OC)c1 | -4.5% | 5.4%
NC(=O)C1CCN(c2nc3ccccc3nc2NS(=O)(=O)c2ccc(Br)cc2)CC1 | -6.2% | 0.2%
O=C(c1cn(-c2ccccc2)nc1-c1cccnc1)N1CCN(S(=O)(=O)c2ccc(Cl)cc2)CC1 | -8.2% | 2.8%
CCN(CC)C(=O)[C@H]1CC(CC(=O)NCC23CC4CC(CC(C4)C2)C3)C(=O)N2CCc3c([nH]c4ccccc34)[C@]12C (stereo partly drawn) | 5.2% | 4.3%
CCc1noc(C)c1C(=O)N1CCCC(Nc2cccc(F)c2)C1 (stereo not drawn) | 2.2% | 19.6%
COc1cc(NCc2ccccc2)c2ncn(Cc3ccccc3)c2c1 | 1.2% | 6.6%
CCN(CC)CC(C)(C)C(=O)/C=C/c1ccc(/C=C/C(=O)C(C)(C)CN(CC)CC)cc1 | 3.5% | 158µM*
Nc1ncnc2c1cnn2C1CC(O)C(CO)O1 (stereo not drawn) | 9.7% | -0.6%
CCN(CC)C(=O)C1CCCN(C(=O)c2ccc3nc(-c4cccc(OC)c4)oc3c2)C1 (stereo not drawn) | 4.6% | 9.5%
C[C@@H]1CN([C@H](C)CO)C(=O)c2cccc(NC(=O)c3ccncc3)c2O[C@@H]1CN(C)Cc1ccc(C(=O)O)cc1 | -7.4% | 3.2%
COc1cc2c(cc1OC)CN(C(=O)CCNC(=O)c1ccccc1Cl)CC2 | 0.8% | 5.3%
CC1(C)N=C(N)N=C(N)N1c1ccc(OCC(=O)N2CCOCC2)c(Cl)c1 | -9.8% | 9.1%
CC1(C)N=C(N)N=C(N)N1c1ccc(CCCCc2ccccc2)cc1 | 4.0% | 12.1%
Cc1ccc(C(=O)NCC(=O)N(C)Cc2ccccc2C)s1 | -2.8% | -6.0%
CN1CCN(C2CCN(c3ccc(Nc4nnc(Cl)c(Nc5ccccc5S(C)(=O)=O)n4)c(OC(CF)CF)c3)CC2)CC1 | -6.3% | 11.6%
O=C(C(=NNc1ccccc1)c1ccccc1)c1ccccc1 | 1.6% | -3.3%
COc1cccc(-c2ccc3ncnc(NCc4cccnc4)c3c2)c1 | -5.8% | 10.1%
O=C(CCCCCN1C(=O)c2cccc([N+](=O)[O-])c2C1=O)NCCc1ccccc1 | 1.6% | 1.3%
O=C(Nc1ccc(NS(=O)(=O)c2ccccc2)c(Cl)c1)c1ccccc1 | 0.8% | -11.8%
SMILES | Dengue-2 NS5 capping | Rac1 GTP hydrolysis | others
O=C1NC(=S)S/C1=C\c1cc(Cl)ccc1Cl | 7.4% | ?
O=C(COC(=O)c1ccc([N+](=O)[O-])o1)NC1CCCCC1 | -3.6% | 2.7%
O=C(Nc1cccc(C(F)(F)F)c1)C1CC(=O)N(Cc2ccco2)C1 (stereo not drawn) | -4.9% | 12.7%
COC(=O)[C@]1(Cc2ccccc2)N[C@H](CN(C)C(=O)Nc2ccc(OC)cc2)[C@@H]2C(=O)N(C)C(=O)[C@@H]21 | -5.0% | 11.6% | Dengue-2 NS5 capping pilot replicate=-1.2
COc1cc(O)c(C=NN2C(=O)CSC2=S)c(OC)c1 | -0.6% | 8.4%
N#Cc1ccc(NC(=S)NC(=O)C2CCCCC2)cc1 | -6.5% | -0.6%
COc1ccccc1S(=O)(=O)N(C)C[C@@H]1OCc2cn(nn2)CCCC(=O)N([C@H](C)CO)C[C@H]1C | -4.6% | 10.1%
COC(=O)c1ccc2c(=O)[nH]c(COC(=O)c3[nH]c(C)c(C(C)=O)c3C)nc2c1 | 7.2% | -2.0%
CCCNC(=O)N(C)C[C@@H]1Oc2ncc(-c3ccncc3)cc2C(=O)N([C@H](C)CO)C[C@@H]1C | 5.8% | 9.3%
N#CC1(NC(=O)CN2C(=O)NC(Cc3c[nH]c4ccccc34)C2=O)CCCCC1 (stereo not drawn) | -3.9% | -10.7%
C[C@@H]1CN([C@@H](C)CO)S(=O)(=O)c2ccc(Br)cc2O[C@H]1CN(C)Cc1ccncc1 | -7.4% | 14.2%
CCOc1ccc2c(S(=O)(=O)O)cccc2c1[N+](=O)[O-] | 10.3% | 1.7%
Cc1noc(C)c1S(=O)(=O)N(C)C[C@H]1Oc2ccc(NS(=O)(=O)c3ccc(F)cc3)cc2C(=O)N([C@H](C)CO)C[C@@H]1C | 1.0% | 7.5% | Dengue-2 NS5 capping pilot replicate=-5.8
CN(C)c1ccc(NC(=O)CSc2n[nH]c(-c3ccncc3)n2)cc1 | 2.9% | -0.4%
CCOC(=O)c1c(C)[nH]c(C)c1C(=O)COC(=O)Cc1ccc(OC)c(OC)c1 | -14.8% | -2.9%
CCCCSc1nc2c([nH]1)c(=O)n(C)c(=S)n2C | -8.1% | 0.2%
COc1cc(OC)cc(-c2c(-c3ccc(F)cc3)c3cc(-c4ccc(SC)cc4)ccc3n2C)c1 | -0.8% | 10.8%
O=C(NCCCN1CCOCC1)c1cc(S(=O)(=O)N2CCCCC2)ccc1Cl | 6.3% | 7.8%
CCCCCC(=O)N1C[C@H](O)[C@@H](n2cc(C3CC3)nn2)C[C@@H]1c1ccc(C)cc1 | 2.3% | 7.1%
C[C@H](CO)N1C[C@H](C)[C@@H](CN(C)S(=O)(=O)c2ccc(Oc3ccccc3)nc2)OCc2cnnn2CCCC1=O | -4.1% | 6.5%
O=C(CN1c2cccc3cccc(c23)S1(=O)=O)N1CCN(c2ccccc2)CC1 | -3.4% | 0.8%
O=C(OCCc1ccccn1)c1cccc([N+](=O)[O-])c1 | 3.1% | 0.8%
Cc1c(N2C(=O)/C(=C/c3ccc(N(C)C)cc3)N(C)C2=S)c(=O)n(-c2ccccc2)n1C | -89.2% | 27.2%
O=C(O)c1cccc2c1-c1ccc(Cl)cc1C2=O | 7.7% | 6.7%
Cc1cn([C@H]2C[C@H](O)[C@@H](CCC(=O)NCCN3CCCCC3)O2)c(=O)[nH]c1=O | 0.0% | 7.1% | Dengue-2 NS5 capping pilot replicate=3.1
SMILES | Dengue-2 NS5 capping | Rac1 GTP hydrolysis | others
O=C1CCC(C(=O)OCC(=O)Nc2ccc(SC(F)F)cc2)=NN1 | -5.2% | 12.3%
CN(C)c1ccc(C=NN2CCCCCC2)cc1 | -1.2% | -2.9%
CCOc1ccc(S(=O)(=O)N2CCCCC2)cc1NC(=O)C1CCCC1 | 8.0% | 0.2%
COc1cccc(OC)c1C(=O)OCC(=O)NCCNC(=O)COC(=O)c1c(OC)cccc1OC | 3.3% | 13.5%
COc1ccc(-c2noc(CCC(=O)N3CCN(c4ccccc4Br)CC3)n2)cc1 | -6.5% | 6.6%
CC(C)n1nccc1NC(=O)COC(=O)c1ccc(NC(N)=O)cc1 | -1.9% | 3.2%
OC(COCc1ccccc1)COCc1ccccc1 | 8.5% | -2.3%
CC(Oc1ccc2c(-c3ccccc3)cc(=O)oc2c1)C(=O)NC(Cc1c[nH]c2ccccc12)C(=O)O (stereo not drawn) | 4.7% | 0.8%
COc1ccc(Cl)cc1NC(=O)CN1C(=O)C(=O)N(C2CCCC2)C1=O | -4.6% | 4.7%
CCOc1ccc(OCC(=O)OCC(=O)Nc2ccc3[nH]c(=O)[nH]c3c2)cc1 | -1.4% | -5.5%
